Integrin act MD: activates integrin-mediated alleviation for muscular dystrophy; actives 0.064% (n = 350,000); alpha7betagal myoblasts, beta-gal FDG fluorescence, 48 h; Potency, µM (doses to about 38.3 µM), without a hit: at the highest dose activation, hits mostly activators; AID 624291;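 note: potency is the fitted concentration of half-maximal effect; 100% = response of the positive control SU9516; nearly all actives have a fitted effect of over 60% in size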
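alpha7betagal+/- myoblasts (passage 13, 250/well) treated 48 h at 37C with compounds at 1:260 dilution of DMSO stock. Lysed, then beta-galactosidase activity read as FDG fluorescence (ex 480/em 540) after 30 min, with pre-read for autofluorescence.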
Tb PFK inh: blocks T. brucei phosphofructokinase; actives 0.17% (n = 330,000); Potency, µM (doses to about 57.5 µM), for the others: top-dose activity, negative = inhibition, hits mostly inhibitors; O15648; T. brucei PFK, ADP-Glo luminescence;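 note: potency is the fitted concentration of half-maximal effect; 0% = uninhibited 1x PFK enzyme wells and -100% = no-enzyme wells; nearly all actives have a fitted effect of over 60% in size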
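ADP-Glo luminescence quantified ADP after 45 min at room temperature, with 1.25 nM T. brucei PFK, 0.1 mM ATP and 0.5 mM fructose-6-phosphate in pH 8.0 TEA buffer. qHTS titrations up to 57 µM; curves classified by quality.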
ELG1 DNA repair: blocks ELG1-dependent DNA repair in HEK293T cells; HEK293T ELG1-luciferase reporter, luminescence, 16 h; DNA damage induced by 5-fluorouridine; Potency, µM (doses to about 46.1 µM), for inactives: at the highest dose activity change, negative = inhibition, usual class: inhibitors; actives 2.3% (n = 330,000); AID 504467; note: potency is the fitted concentration of half-maximal effect; % is set by controls: 0 for no effect and ±100 for the full control effect; nearly all actives have a fitted effect of over 55% in size
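Overnight (16 hr) co-exposure of 2,000 cells/well to 5-fluorouridine and compound at 37 °C preceded detection. Luciferase was quantified via ONE-Glo luminescence; loss of signal denotes inhibition.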
S-ASM inh: human S-ASM enzyme inhibition. P17405. placental ASM, HMU-PC fluorogenic substrate, 60 min. Potency, µM (doses to about 57.5 µM), for the others: at the highest dose activity change, negative = inhibition, actives largely listed as inhibitors. actives 0.006% (n = 340,000); note: potency is the fitted concentration of half-maximal effect
Target sequence (P17405 47-631 limits assumed): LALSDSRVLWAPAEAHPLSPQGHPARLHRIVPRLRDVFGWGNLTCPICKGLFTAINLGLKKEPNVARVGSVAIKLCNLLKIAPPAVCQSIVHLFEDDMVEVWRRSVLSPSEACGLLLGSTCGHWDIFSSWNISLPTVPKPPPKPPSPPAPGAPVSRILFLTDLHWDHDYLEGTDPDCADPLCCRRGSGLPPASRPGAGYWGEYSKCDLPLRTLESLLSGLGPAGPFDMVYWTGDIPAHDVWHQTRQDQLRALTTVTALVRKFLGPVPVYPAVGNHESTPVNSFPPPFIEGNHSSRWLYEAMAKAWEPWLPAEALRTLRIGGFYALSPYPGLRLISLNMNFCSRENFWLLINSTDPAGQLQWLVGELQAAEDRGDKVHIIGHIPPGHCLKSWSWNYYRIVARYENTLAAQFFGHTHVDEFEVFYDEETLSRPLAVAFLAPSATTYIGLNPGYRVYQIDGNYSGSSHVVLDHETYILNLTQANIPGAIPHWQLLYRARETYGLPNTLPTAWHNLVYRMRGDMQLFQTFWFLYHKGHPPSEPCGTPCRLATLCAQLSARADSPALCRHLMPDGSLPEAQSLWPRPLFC
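Human placenta-derived ASM enzyme was preincubated with compound for 10 minutes at room temperature, then given fluorogenic substrate HMU-PC0 (9 uM final) for 60 minutes at 37 °C; a pH 10 stop preceded fluorescence reading at Ex 386/Em 447 nm.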
TCR activator: T cell receptor activation; AID 504894; Potency, µM (highest dose often 9.22 µM), without a hit: at the highest dose activation of IL-2 secretion, most hits filed as activators; 330,000 tested, under 10 active; primary human leukocytes, anti-CD3, IL-2 HTRF, 48 h; note: % of control where 0% means no effect
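Primary human leukocytes receive a-CD3 beads and test compound and are incubated 48 hr. Secreted IL-2 is then assayed by HTRF, measuring 665nm acceptor emission after 320nm excitation of the europium donor.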
Mito fusion act: inhibitors of mitochondrial division or activators of mitochondrial fusion. S. cerevisiae fusion-defective mutant growth rescue, CellTiterGlo 48 h. Potency, µM (series often up to 46.1 µM), for the others: at the top dose growth rescue (activation), hits mostly activators. actives 0.23% (n = 320,000);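 note: potency is the fitted concentration of half-maximal effect; % of control where 0% means no effect; nearly all actives have a fitted effect of over 45% in size; temperature-sensitive fusion mutants such as fzo1-1 at 37 °C on non-fermentable ethanol glycerol medium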
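Growth-rescue viability read-out: after 48 h at the non-permissive 37C in glycerol/ethanol YPEG, yeast mitochondrial fusion mutants are measured by CellTiterGlo luminescence; compounds (23 nl pinned per well) restoring growth score as division inhibitors or fusion activators.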
AT treatment: potential ataxia-telangiectasia treatments restoring KAP-1 phosphorylation; […] A-T fibroblasts, KAP-1 phosphorylation AlphaLISA; neocarzinostatin DNA damage 30 min before lysis; Potency, µM (top dose mostly 57.5 µM), without a hit: top-dose activation, actives largely listed as activators; actives 0.19% (n = 320,000); note: potency is the fitted concentration of half-maximal effect; % of control where 0% means no effect; nearly all actives have a fitted effect of over 45% in size
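ATM-like activity read as KAP-1 phosphorylation via AlphaLISA donor/acceptor antibody pairs after lysis and 6 hr at 25C. Cells were ATM-null patient fibroblasts ([…], hTERT), dosed 60 min, then exposed to the DSB inducer NCS for 30 min.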
Eya2 phos inh: blocks the phosphatase activity of human Eya2; Potency, µM (doses to about 76.9 µM), inactives show at the highest dose activity, negative = inhibition, hits mostly inhibitors; O00167; recombinant Eya2, OMFP fluorescence dephosphorylation (OMFP is methylfluorescein phosphate); AID 488837; actives 0.006% (n = 330,000); note: potency is the fitted concentration of half-maximal effect; % is set by controls: 0 for no effect and ±100 for the full control effect
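Eya2 protein (added as 0.2 uM solution) was preincubated with compound for 10 min at ambient temperature in 50 mM HEPES pH 7.5, 50 mM NaCl, 5 uM MgCl2, 0.05% BSA, 1 mM DTT. OMFP (added at 50 uM) then reacted 10 min; fluorescence read at 485/525 nm.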
Chronic BCR inh: blocks chronic active B-cell receptor signaling | ABC-DLBCL IkBa-CBG/CBR reporter, luminescence ratio, 4 h | Potency, µM (series often up to 46.1 µM), for the others: at the top dose ratio change, negative = lower green/red ratio, most hits filed as inhibitors | actives 0.05% (n = 340,000) | AID 493014; active = well fitted inhibition curve with a large enough effect in the signal ratio, with a control signal flat, not every such curve was filed as active; inconclusive = small, poorly fitted or top-dose-only effect, or effect the other way, or a change in a side signal; the % refers to the signal ratio;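 note: potency is the fitted concentration of half-maximal effect; plate controls were basal doxycycline-induced cells for no effect and cells given 10 µM MG132 for full effect; MG132 reads +100%, hits lower the ratio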
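Cell line TMD8 (human ABC DLBCL), stably expressing tet-inducible CBG68-IkBa fusion and CBR; IMDM/0.5% FBS; cpd up to 46 uM; dox induction, 4 h, 37C/5% CO2; dual luminescence; green/red ratio; MG132 control.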
TSHR antag: antagonists of human thyroid stimulating hormone receptor. TSHR-expressing cells, TSH-stimulated cAMP HTRF, 2 h; active compounds read low. P16473. actives 0.2% (n = 330,000). activity change, negative = inhibition, % at 11.5 µM;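 active = activity change below a set negative limit, meaning inhibition stronger than a set level, cut at about -70% in these data; inconclusive = activity change between two set negative limits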; note: % is set by controls: 0 for no effect and ±100 for the full control effect
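Inhibition of cAMP made by TSHR-expressing cells under TSH stimulation (4nM final, EC80; 2 h, 37 deg C) is quantified with a one-step lysis HTRF kit, anti-cAMP cryptate versus cAMP-d2.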
TSG101-PTAP inh: blocks PTAP/TSG101 interaction to inhibit HIV-1 budding; Q99816; Fluorescence polarization, FITC-PTAP peptide / Tsg101 binding; Potency, µM (top dose mostly 115 µM), for the others: top-dose activity change, negative = inhibition, hits mostly inhibitors; 340,000 tested, under 10 active; active = well fitted inhibition curve with a large enough effect in the main read-out, with a control signal flat, not every such curve was filed as active; inconclusive = small, poorly fitted or top-dose-only effect, or effect the other way, or a change in a side signal; inactive = no such curve, though single readings can be large or run the other way; note: potency is the fitted concentration of half-maximal effect; % of control where 0% means no effect
Target sequence (Q99816 whole entry, looked up): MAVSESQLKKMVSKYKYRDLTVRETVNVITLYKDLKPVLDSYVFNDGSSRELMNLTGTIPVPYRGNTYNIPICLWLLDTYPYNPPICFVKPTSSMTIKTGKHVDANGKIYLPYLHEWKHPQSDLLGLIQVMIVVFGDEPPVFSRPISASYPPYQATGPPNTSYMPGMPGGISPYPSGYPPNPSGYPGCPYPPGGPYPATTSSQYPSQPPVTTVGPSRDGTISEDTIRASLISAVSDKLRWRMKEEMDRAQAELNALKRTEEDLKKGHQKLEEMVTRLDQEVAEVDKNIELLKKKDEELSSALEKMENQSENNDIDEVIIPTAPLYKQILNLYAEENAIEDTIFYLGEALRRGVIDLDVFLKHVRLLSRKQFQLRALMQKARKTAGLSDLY
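FP read-out: FITC-PTAP peptide, 50 nM final, binding Tsg101 binding domain, 10 uM final; 20 min, r.t.; 10 mM HEPES pH 7.5, 0.15 M NaCl, 0.01% Tween 20, 3 mM EDTA, 0.1 mM TCEP.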
* = called active by the depositor; ? = inconclusive; . = no result given; [ ] = dose if it differs, or a comment. Unless noted, calls come from the whole dose curve; as a rule, active = well fitted curve in the direction sought with a large enough effect; inconclusive = small, poorly fitted or top-dose-only effect, or another doubt; inactive = no such curve, though single readings can be large; an effect the other way counts as inactive or inconclusive.

compound	Integrin act MD	Tb PFK inh	ELG1 DNA repair	S-ASM inh	TCR activator	Mito fusion act	AT treatment	Eya2 phos inh	Chronic BCR inh	TSHR antag	TSG101-PTAP inh
Cc1ccc2nc(/C(C#N)=C/c3ccccc3C(=O)O)[nH]c2c1	-9.6%	-3.6%	-2.9%	10.0%	3.0%	-4.4%	5.0%	2.7%	?	-23.4	-3.8%
Cc1nn(C)c(C)c1/C=C1/SC(=S)NC1=O	-6.8%	0.6%	?	-4.2%	3.9%	5.3%	-3.9%	-2.1%	-15.7%	-7.6	1.4%
COc1cc2c(c(OC)c1OC)CCc1cnoc1-2	15.8%	-6.1%	?	-0.8%	-5.5%	7.0%	-0.4%	0.2%	-2.3%	4.1	-1.6%
CC1(c2ccco2)NC(=O)NC1=O (stereo not drawn)	-12.9%	1.9%	6.3%	0.7%	2.2%[46.1 µM]	-1.7%	-2.6%	-2.2%	4.0%	-6.9	-0.9%
Cn1cccc1C(=O)N1CCN(S(=O)(=O)c2ccccc2)CC1	10.4%	-0.3%	-0.2%	.	-1.9%	6.8%	-0.1%	-7.5%	-4.6%	-1.4	-4.1%
CCOc1ccc(Oc2cc(N)cc([N+](=O)[O-])c2)cc1	17.2%	1.2%	3.9%	-11.0%	-3.3%	2.5%	2.3%	3.7%	?	15.5	0.3%
O=C(Nc1ccnn1C1CCN(C2CCC2)CC1)c1ccccc1Cl	11.6%	2.6%	-1.1%	0.4%	2.3%	0.9%	-4.4%	12.1%	0.0%	9.1	-4.1%
O=C(C1CCN(c2nnc(N3CCCC3=O)s2)CC1)N1CCN(c2cccc(C(F)(F)F)c2)CC1	-11.6%	-11.9%	?	-1.4%	0.0%	?	-10.0%	0.8%	-9.2%	-26.8	-7.8%
Cc1ncc(C(=O)O)c(C(=O)O)c1N	7.4%	-29.1%	20.6%	115.1%[activator]	2.2%	6.9%	0.8%	-6.7%	?	5.1	-4.0%
COc1ccc2oc(C(=O)Nc3nnc(C)s3)c(C)c2c1	34.8%	-0.8%	?	-3.6%	8.1%	7.0%	?	11.3%	3.3%	21.0	-0.8%
CCOc1c(C(=O)CC)cc2c(C)cc(=O)oc2c1C	-4.4%	1.7%	-1.2%	-0.6%	1.2%[46.1 µM]	6.8%	3.2%	4.6%	22.0%	23.8	-5.7%
Cc1nn(C(C)C(=O)NCCc2cccs2)c(=O)c2nn(-c3ccccc3)c(C)c12 (stereo not drawn)	23.2%	0.5%	-0.2%	3.2%	-1.0%	-4.3%	2.5%	4.1%	?	9.9	-3.8%

(more compounds)
compound	Integrin act MD	Tb PFK inh	ELG1 DNA repair	S-ASM inh	TCR activator	Mito fusion act	AT treatment	Eya2 phos inh	Chronic BCR inh	TSHR antag	TSG101-PTAP inh
CCOC(=O)C1CCCCN1Cc1ccc(OC)c(OC)c1 (stereo not drawn)	16.2%	-2.0%	1.1%	-0.8%	2.8%	3.4%	-15.4%	?	-11.4%	-2.6	-2.8%
Cc1ccc2oc(C(=O)NCc3ccc4c(c3)OCO4)c(C)c2c1	0.8%	.	.	-9.8%	-0.8%	-1.8%	.	.	.	.	-3.5%
Cc1nc(SCC(O)CCl)c([N+](=O)[O-])[nH]1 (stereo not drawn)	15.1%	1.1%	-2.8%	0.0%	-8.1%[46.1 µM]	-3.1%	-8.5%	10.3%	-0.9%	-1.8	1.9%
N#C/C(N)=C(/C#N)N=Cc1cccc(Cl)c1	?	1.8%	?	-1.3%	7.6%	3.4%	-2.2%	5.4%	?	-9.4	0.6%
CSc1ccc(S(=O)(=O)N(C)Cc2ccccc2)cc1	11.1%	0.6%	-11.3%	-0.4%	-8.5%	17.7%	11.3%	1.1%	3.2%	-5.1	-8.2%
Cc1ccc(Cn2ncc3c(N4CCN(CC#N)CC4)ncnc32)cc1	-18.5%	-7.4%	?	-4.8%	-9.8%	-1.5%	0.1%	-0.1%	?	-8.4	-3.7%
Cc1c(C)n(C)c2ccc(C(=O)NCCCN3CCCC3)cc12	-18.1%	-9.9%	?	-0.7%	-4.0%	-4.1%	-11.7%	-11.4%	5.9%	-3.1	-4.4%
Cc1ccc(S(=O)(=O)N(C)c2c(C)ccc(S(N)(=O)=O)c2C)cc1	?	0.3%	14.3%	-2.3%	-392.2%	2.5%	-3.6%	0.5%	-6.0%	-2.4	-0.3%
O=C(Nc1cccc(S(=O)(=O)N2CCCCC2)c1)c1ccc(Cl)nc1	-22.5%	-0.8%	20.6µM*	-1.4%	.	.	10.8%	5.6%	?	-22.0	-1.8%
Cc1ccc(C(C(=O)NC2CCCCC2)N(CC2CCCO2)C(=O)CCCC(=O)Nc2ccccn2)cc1 (stereo not drawn)	3.1%	-0.4%	-0.7%	-7.5%	7.2%	2.6%	-3.3%	1.8%	11.0%	-0.9	-6.0%
CCOC(=O)N/N=C/C=C/c1ccccc1	23.5%	2.7%	?	3.4%	2.6%[46.1 µM]	0.2%	2.7%	-1.3%	?	24.9	0.1%
O=C(O)CSCC(=O)N1CCN(c2cc(C(F)(F)F)nc3ccccc23)CC1	19.7%	4.8%	-1.6%	-5.6%	4.5%	-6.4%	0.0%	-15.4%	1.9%	-0.2	0.0%

Remaining list, next part.
compound	Integrin act MD	Tb PFK inh	ELG1 DNA repair	S-ASM inh	TCR activator	Mito fusion act	AT treatment	Eya2 phos inh	Chronic BCR inh	TSHR antag	TSG101-PTAP inh
COc1cccc(C(=O)NNc2c3ccccc3nc3ccccc23)c1	?	-15.3%	?	39.5%[activator]	-8.3%	-8.8%	-25.7%	2.1%	-13.5%	-4.2	-4.0%
O=C(OCc1ccc(COC(=O)c2cccnc2Cl)cc1)c1cccnc1Cl	-16.5%	-2.1%	-1.0%	-3.0%	-1.7%	-5.7%	-5.2%	-0.1%	13.9%	-8.9	-2.7%
CCn1cc(CNC(=O)c2ccc3nc(Cc4ccc(OC)cc4)oc3c2)cn1	-31.4%	10.3%	2.2%	2.6%	0.8%	-3.5%	6.3%	-0.5%	-0.9%	-22.3	0.7%
CCOc1ccccc1N(CC(=O)OC)S(C)(=O)=O	-15.8%	3.8%	-2.5%	4.4%	0.3%	0.4%	-9.5%	-13.9%	1.6%	12.0	-8.3%
NN/C(=C\[N+](=O)[O-])Nc1ccc(Cl)cc1	-6.9%	-1.5%	-1.8%	-3.7%	8.2%	4.9%	0.3%	-14.3%	?	-14.1	-2.1%
CN1CCCC(OC(=O)c2ccc3c(c2)OCCO3)C1 (stereo not drawn)	-3.9%	2.9%	?	2.1%	-4.4%	-3.6%	-2.6%	-16.5%	?	5.3	-1.8%
COc1ccc(S(=O)(=O)NCCC(C)C)cc1C	19.9%	5.7%	-9.9%	4.0%	-4.5%	-2.2%	-1.4%	-16.9%	21.7%	-1.8	-3.9%
Cn1ccnc1SCC(=O)Nc1cc(S(=O)(=O)N2CCOCC2)ccc1Cl	11.5%	2.3%	3.1%	3.9%	-6.6%[46.1 µM]	0.4%	1.9%	10.9%	-1.2%	-7.0	-0.7%
COc1ccc(N2CCN(C(=O)Cn3c(=O)c4cccn4c4cccnc43)CC2)cc1	-18.7%	-0.2%	?	3.2%	2.8%	-4.9%	-1.4%	?	2.2%	5.7	-8.9%
O=C(OCC(=O)N1CCCC1)c1cnc(Cl)c(Cl)c1	0.2%	0.6%	21.6%	-3.0%	11.5%	.	-0.2%	5.3%	11.6%	-18.1	-6.6%
CCOC(=O)Cc1ccc(NC(=O)c2cccc([N+](=O)[O-])c2)cc1	-8.1%	-8.9%	2.5%	-0.3%	2.7%	7.5%	-0.6%	-19.1%	0.5%	2.6	-3.5%
O=C1NC(c2ccccc2)CCC1(Cl)Cl (stereo not drawn)	-7.0%	3.0%	-1.5%	2.2%	2.2%[46.1 µM]	0.9%	4.7%	0.9%	-0.8%	6.7	-2.1%
Cc1nonc1N1CCN(Cc2cn[nH]c2-c2ccc(F)cc2F)CC1	7.4%	1.9%	?	0.2%	4.8%	-8.8%	-6.2%	-4.0%	2.9%	1.7	-1.6%

Source: PubChem
